# mcGAS lum = mouse cGAS inhibition by luminescence; Q8C6L5; recombinant cGAS, Kinase-Glo ATP depletion luminescence; inhibition, % at 12.5 µM; 0.15% of 160,000 active; AID 1259399;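 further: 0% = negative control wells and 100% = reference inhibitor with no enzyme activity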
# NPYLR7 agonist = activates Aedes aegypti NPYLR7 receptor | 0.15% of 270,000 active | activation, % at 10 µM | HEK293T NPYLR7/Galpha15, GCaMP6s calcium fluorescence; in the data active means activation above about 40%;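 further: 0% = vehicle and 100% = reference agonist at the receptor; some compounds past the cut are filed as inactive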
# hcGAS inh = human cGAS inhibition | Q8N884 | recombinant h-cGAS, ATP depletion, Kinase-Glo luminescence | inhibition, % at 12.5 µM | 0.081% of 290,000 active;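 further: 0% = vehicle reaction and 100% = reaction without DNA for no activity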
# Target sequence (Q8N884 whole entry, looked up): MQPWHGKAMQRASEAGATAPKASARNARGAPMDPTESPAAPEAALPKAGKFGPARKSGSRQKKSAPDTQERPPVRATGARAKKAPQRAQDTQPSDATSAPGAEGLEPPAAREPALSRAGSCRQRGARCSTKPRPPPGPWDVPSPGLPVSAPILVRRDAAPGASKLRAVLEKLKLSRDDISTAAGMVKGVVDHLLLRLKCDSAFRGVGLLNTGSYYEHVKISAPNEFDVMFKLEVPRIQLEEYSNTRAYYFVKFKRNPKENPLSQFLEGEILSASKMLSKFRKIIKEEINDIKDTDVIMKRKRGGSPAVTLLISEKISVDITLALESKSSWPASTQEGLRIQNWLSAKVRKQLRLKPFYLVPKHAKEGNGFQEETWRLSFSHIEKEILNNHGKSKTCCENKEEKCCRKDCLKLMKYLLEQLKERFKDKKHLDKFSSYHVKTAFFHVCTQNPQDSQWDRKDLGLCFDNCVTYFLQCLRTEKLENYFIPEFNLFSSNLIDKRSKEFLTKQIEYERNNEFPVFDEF
# * = called active by the depositor; . = no result given; & = joins results of further samples. Unless noted, no stated cut-off is given here; in the data, active means inhibition above about 40%; inactive means the rest.
# Fields – mcGAS lum	NPYLR7 agonist	hcGAS inh
1. O=C(CSc1ccc(-c2ccncc2)nn1)Nc1nccs1
  -6.8	4.4	-5.8
2. CC(C)c1nc(-c2ccc3ccccc3n2)n(-c2ccccn2)n1
  .	12.9	-10.1
3. O=C(CSc1nc(Cl)cc(N2CCN(C(=O)C3CC3)CC2)n1)NC1CCN(Cc2ccccc2)CC1
  -4.7	0.1	-2.6
4. CC1(C)CN(C(=O)NCCCOCC2CC2)CCS1
  .	3.4	-7.0
5. COCCn1nc(C(=O)N2CCC(c3ncc(-c4ccc(F)c(F)c4)[nH]3)CC2)ccc1=O
  .	-9.2	-1.0
6. CCOC(=O)c1nn(-c2ccccc2)c(=O)cc1OS(=O)(=O)c1ccc(C)cc1C
  -0.8	0.6	3.3
7. COc1cccc2cc(-c3nnc(Nc4ccc(Oc5ccc6ccccc6c5Cl)c(Cl)c4)s3)c(=O)oc12
  .	-7.2	-6.8
8. Nc1cc(N)nc(SCc2nnc(-c3cccs3)o2)n1
  -6.4	0.0	-2.8
9. CC1CC1NC(=O)c1ncoc1-c1ccc2c(c1)OCCO2 (stereo unspecified)
  .	-25.3&2.2	-2.8&0.6
10. CS(=O)(=O)Cc1cccc(NC(=O)Nc2ccc(C(F)(F)F)cc2)c1
  -17.1	21.3	-6.6
11. CCCc1nc(N2CCN(C(=O)C(CC)c3ccccc3)CC2)c2c(-c3cccc(C(F)(F)F)c3)noc2n1 (stereo unspecified)
  -4.9	5.5	-0.1
12. Cc1ccccc1C(=O)N[C@@H]1CCCCC1NC(=O)C1CCN(C(=O)c2ccc3c(c2)OCO3)CC1 (stereo partly specified)
  -4.7	41.0	-2.7
13. Cc1ccc(S(=O)(=O)N(C)CC(=O)N2CCC(C(N)=O)CC2)cc1
  .	4.2	-8.8
14. O=C(CN1CCC(NS(=O)(=O)c2ccccc2)CC1)NCc1ccccc1
  .	2.0	-10.2
15. O=C1NC2(CCc3ccccc32)C(=O)N1Cc1cc2c(cc1Br)OCO2 (stereo unspecified)
  .	1.9	-3.0
16. CCC(C(=O)NCc1ccc2[nH]c(C)c(C)c2c1)N1Cc2ccccc2C1=O (stereo unspecified)
  .	16.8	-6.6
17. CC1=NN(c2nc(C)cc(C)n2)C(=O)C1Cc1ccc(Br)cc1 (stereo unspecified)
  .	14.2	-3.0
18. CCOC(=O)c1nc2cc(C)c(C)cc2nc1N1CCN(C(=O)c2ccc(C(F)(F)F)nc2C)CC1
  -6.3	.	-5.4
19. CC(C)c1nccn1C(C)c1nn2c(Cc3ccccc3)nnc2s1 (stereo unspecified)
  -16.1	.	-3.7
20. COC(=O)Cn1c(=O)n(-c2ccc(C)cc2)c(=O)c2oc3ccccc3c21
  -7.3	4.4	-2.2
21. Cc1cnccc1NCCn1ccnc1-c1ccc(C(=O)O)cc1
  -9.6	0.2	0.8
22. CCCCCCc1ccc(C2=N/C(=C\c3ccc(N(C)C)cc3)C(=O)O2)cc1
  -6.1	-7.7	-2.0
23. O=C(Nc1cc(C(=O)NCCc2cscn2)c2c(c1)ncn2C1CCCC1)c1ccccc1
  .	20.5	-3.5
24. CCN1CCN(c2c(CN(C(=O)Nc3ccc(C(F)(F)F)cc3)C(C)C)c(C)nn2-c2cccc(F)c2)CC1
  0.5	-15.9	6.9
25. C=CCN(Cc1nc(-c2ccccc2)no1)Cc1nc(C)ccc1O
  -10.3	12.0	2.7
26. CCOC(=O)c1ccc(-n2c(C)cc(/C=C3\C(=O)NC(=S)N(c4ccc(C)cc4)C3=O)c2C)cc1
  1.5	-12.3	1.1
27. Cc1ccc(-n2ncc(C(=O)O)c2C2CC2)cc1Cl
  -0.3	-10.3	-3.3
28. CCCNC(=O)c1ccc(Cl)cc1N1CCCC1=O
  .	-0.9	-7.2
29. Cc1nc2ccccc2n1CC1CC1(Cl)Cl (stereo unspecified)
  .	4.3	-8.3
30. CCOc1ccc(-c2cc(C(=O)NC(C)C)c3ccccc3n2)cc1
  -4.6	1.2	-0.1

# Some of the entries so far, with tabs.
item	Structure	mcGAS lum	NPYLR7 agonist	hcGAS inh
11	CCCc1nc(N2CCN(C(=O)C(CC)c3ccccc3)CC2)c2c(-c3cccc(C(F)(F)F)c3)noc2n1 (stereo unspecified)	-4.9	5.5	-0.1
12	Cc1ccccc1C(=O)N[C@@H]1CCCCC1NC(=O)C1CCN(C(=O)c2ccc3c(c2)OCO3)CC1 (stereo partly specified)	-4.7	41.0	-2.7
13	Cc1ccc(S(=O)(=O)N(C)CC(=O)N2CCC(C(N)=O)CC2)cc1	.	4.2	-8.8
14	O=C(CN1CCC(NS(=O)(=O)c2ccccc2)CC1)NCc1ccccc1	.	2.0	-10.2
15	O=C1NC2(CCc3ccccc32)C(=O)N1Cc1cc2c(cc1Br)OCO2 (stereo unspecified)	.	1.9	-3.0
16	CCC(C(=O)NCc1ccc2[nH]c(C)c(C)c2c1)N1Cc2ccccc2C1=O (stereo unspecified)	.	16.8	-6.6
17	CC1=NN(c2nc(C)cc(C)n2)C(=O)C1Cc1ccc(Br)cc1 (stereo unspecified)	.	14.2	-3.0
18	CCOC(=O)c1nc2cc(C)c(C)cc2nc1N1CCN(C(=O)c2ccc(C(F)(F)F)nc2C)CC1	-6.3	.	-5.4
19	CC(C)c1nccn1C(C)c1nn2c(Cc3ccccc3)nnc2s1 (stereo unspecified)	-16.1	.	-3.7
20	COC(=O)Cn1c(=O)n(-c2ccc(C)cc2)c(=O)c2oc3ccccc3c21	-7.3	4.4	-2.2
21	Cc1cnccc1NCCn1ccnc1-c1ccc(C(=O)O)cc1	-9.6	0.2	0.8
22	CCCCCCc1ccc(C2=N/C(=C\c3ccc(N(C)C)cc3)C(=O)O2)cc1	-6.1	-7.7	-2.0
23	O=C(Nc1cc(C(=O)NCCc2cscn2)c2c(c1)ncn2C1CCCC1)c1ccccc1	.	20.5	-3.5
24	CCN1CCN(c2c(CN(C(=O)Nc3ccc(C(F)(F)F)cc3)C(C)C)c(C)nn2-c2cccc(F)c2)CC1	0.5	-15.9	6.9
25	C=CCN(Cc1nc(-c2ccccc2)no1)Cc1nc(C)ccc1O	-10.3	12.0	2.7
26	CCOC(=O)c1ccc(-n2c(C)cc(/C=C3\C(=O)NC(=S)N(c4ccc(C)cc4)C3=O)c2C)cc1	1.5	-12.3	1.1
27	Cc1ccc(-n2ncc(C(=O)O)c2C2CC2)cc1Cl	-0.3	-10.3	-3.3
28	CCCNC(=O)c1ccc(Cl)cc1N1CCCC1=O	.	-0.9	-7.2
29	Cc1nc2ccccc2n1CC1CC1(Cl)Cl (stereo unspecified)	.	4.3	-8.3
30	CCOc1ccc(-c2cc(C(=O)NC(C)C)c3ccccc3n2)cc1	-4.6	1.2	-0.1

# Going on with the list:
# Fields – mcGAS lum	NPYLR7 agonist	hcGAS inh
31. Fc1ccc(-c2cn3cc(Cl)cc(Cl)c3n2)cc1
  -5.4	7.8	-8.5
32. Cc1ccccc1C1=NOC2CN(c3ccc(C(N)=O)cc3)CC12 (stereo unspecified)
  .	6.1	-6.4
33. CCC(C)NC(=O)c1coc(CN(Cc2ccoc2)Cc2cccc(C(F)(F)F)c2)n1 (stereo unspecified)
  -6.4	19.2	-7.4
34. C=CCNC(=O)NC1CCN(c2ccccc2C(=O)NCc2ccncc2)CC1
  -0.7	-0.2	2.3
35. COc1cc(Nc2ncc3c(n2)CCN(C(=O)Nc2ccc(F)c(Cl)c2)C3)cc(OC)c1OC
  1.5	-5.6	1.8
36. O=S(=O)(c1cccs1)N1CCN(C(c2ccccc2)c2ccc(Br)cc2)CC1 (stereo unspecified)
  -0.1	0.3	1.3
37. O=C(c1cccc(F)c1F)N1CCCC2(CCNCC2)CC1
  .	8.8	-3.9
38. CC(Oc1ccc(Cl)cc1Cl)C(=O)Nc1ccc(N2CCCC2=O)c(Cl)c1 (stereo unspecified)
  .	6.7	-4.7
39. CCOC(=O)C1CCN(C(c2ccncc2)c2c(O)cc(C)n(Cc3ccco3)c2=O)CC1 (stereo unspecified)
  .	11.0	-8.2
40. O=C(Cc1cc(F)cc(F)c1)N1CCc2c(sc3[nH]c(=O)n(C4CCCCC4)c(=O)c23)C1
  -6.0	6.1	-3.0
41. O=C(c1ccc(NCc2ccc(Cl)s2)cc1)N1CCOCC1
  -4.3	5.6	-5.0
42. COc1ccccc1NC(=O)Nc1ccc(N2CCC(Cc3ccccc3)CC2)c(C(=O)NCCN2CCOCC2)c1
  -1.8	-8.1	1.4
43. O=c1oc2ccccc2c2c1SC(C(F)(F)F)C2 (stereo unspecified)
  .	16.2	-5.3
44. CCCCOc1ccc(C(=O)Oc2coc(CSc3ncccn3)cc2=O)cc1
  -7.6	-6.6	-4.6
45. O=C(Nc1ccc2c(c1)OCCO2)c1csc(-c2cc3ccccc3[nH]2)n1
  .	0.4	6.2
46. CCCCCCCCC(=O)Nc1ccc(N2CCN(Cc3ccccc3)CC2)c(C(=O)NCCN2CCOCC2)c1
  -2.5	7.6	1.1
47. O=C(c1cccs1)N(CCN1CCOCC1)c1nc2c(F)cccc2s1
  .	16.2	-9.7
48. Cc1ccc(NC(=O)CC(C)n2cncn2)cc1 (stereo unspecified)
  .	-2.2	3.2
49. CC(C1CC1)N(C(=O)CS(=O)(=O)c1nccs1)C1CC1 (stereo unspecified)
  .	11.8	-13.5
50. Cn1nc(C(=O)NCc2ccc3[nH]c4c(c3c2)CCCC4)ccc1=O
  .	3.3	-0.6
51. COC(=O)COc1ccc(/C=C2\C(=O)NC(=S)N(c3ccc(F)cc3)C2=O)cc1OC
  -2.0	-5.6	-5.2
52. O=C(NC1CCN(c2ccccc2C(=O)NCCN2CCCC2)CC1)c1cccc(F)c1
  -4.9	-1.6	-5.2
53. COCCN(Cc1ccccc1)C(=O)c1ccc(S(=O)(=O)NC2CC2)cc1
  .	-0.7	-6.1
54. CCC(C)N(Cc1ccsc1)Cc1nc(C)ccc1O (stereo unspecified)
  -3.0	-0.5	-1.6
55. CC1=C(C(=O)N2CCOc3ccccc3C2)C(c2cccnc2)NC(=O)N1 (stereo unspecified)
  .	-1.3	-1.3
56. COc1ccc(OC)c(C2C(C(=O)OCC3CCCO3)=C(C)NC3=C2C(=O)CCC3)c1 (stereo unspecified)
  -6.7	0.8	-5.5
57. CC(C)NC(=O)COc1ncnc2scc(-c3ccc(F)cc3)c12
  .	-2.5	-1.3
58. OC(CSc1nnc(N2CCCCC2)n1CC1CCCO1)c1ccccc1 (stereo unspecified)
  .	3.9	-10.1
59. N#C/C(=C1/SC[C@@H](c2ccc(Cl)cc2Cl)S1)n1ccnc1
  -11.8	-6.0	-6.5
60. CC(NS(=O)(=O)c1ccc(F)cc1F)C1CC2CCC1C2 (stereo unspecified)
  .	4.1	-3.4
61. O=C(CN1C(=O)NC2(CCCC2)C1=O)Nc1ccc(N2CCCC2)cc1
  -2.5	16.3	-17.0
62. COC(=O)c1cn(C(=O)CCC2CCCC2)c2ccccc12
  .	3.1	-5.1
63. COc1ccc2oc(=Nc3cccc(/C=C/C(=O)O)c3)c(C(N)=O)cc2c1
  .	-2.7	-8.7
64. O=C(N=Nc1c(O)[nH]c2ccccc12)c1ccc(NC(=O)c2ccc(Cl)cc2)cc1
  -6.3	-3.8	-4.7
65. Cc1nc(SCC#N)c([P+](c2ccccc2)(c2ccccc2)c2ccccc2)c(=O)[nH]1
  -8.8	2.3	-3.3
66. Cc1ccccc1Oc1ncccc1CNC(=O)CCC1CCOC1=O (stereo unspecified)
  .	-2.8	-1.3
67. Cc1cccc(N2C(=O)C(c3c(C)[nH]n(-c4ccc(F)cc4)c3=O)=C([n+]3cccc(C)c3)C2=O)c1
  -9.1	-3.7	-8.7
68. C=CCOC(=O)C1C(C)=Nc2nc(SCC(C)C)[nH]c(=O)c2C1c1ccc(F)cc1 (stereo unspecified)
  -7.5	2.6	-4.8
69. C=CCN1C(=O)C(=CN(C)C)SC1=NS(=O)(=O)c1cccs1
  .	-0.4	-13.6
70. COc1ccc2c(c1)CCCN(C(=O)CCNC(=O)C1CC1C)C2 (stereo unspecified)
  .	-1.2	-5.8
71. CNC(=O)c1ccsc1NC(=O)c1cc(C)no1
  -8.4	6.2	-3.7
72. CCCNc1nc(SC)nc2c1cnn2CCNC(=O)c1cccc2ccccc12
  -1.5	.	2.0
73. CCOC(=O)C1CCN(C(=O)COc2ccccc2F)CC1
  -5.1	-1.2	-7.2
74. CCC(NC(=O)c1ccc[nH]1)C(=O)N1CCOCC1 (stereo unspecified)
  -8.8	-2.2	-9.6
75. c1ccc(-c2c3c(nc4ccccc24)CCS3)cc1
  -6.6	3.5	-1.1
76. COc1ccc(Cl)cc1NC(=O)CCC1CCCN(C(=O)Cc2nonc2C)C1 (stereo unspecified)
  .	8.9	-6.9
77. Cn1ccc(NC(=O)C2CCCCC2)n1
  .	2.2	-7.7
78. COc1ccc(C(=O)N2C(C(=O)NCc3ccccc3)COC23CCN(C(=O)c2cccc(F)c2)CC3)cc1 (stereo unspecified)
  -3.7	-2.3	-2.6
79. CCCCN(Cc1cccn1Cc1ccc(Br)cc1)C(=O)CN(CCCOCC)C(=O)COC
  -5.0	4.2	-7.7
80. CCCCN(CCCC)C(=O)c1cc2c(=O)n3ccccc3nc2s1
  .	-7.2	-0.4

# (more compounds)
# Fields – mcGAS lum	NPYLR7 agonist	hcGAS inh
81. NNc1nc2ccccc2[nH]c1=S
  .	1.6	-6.1
82. O=C(CNc1cccc2ccccc12)Nc1ccc(Cl)c(S(=O)(=O)N2CCOCC2)c1
  -6.0	.	-9.5
83. CC(=O)N(Cc1cccnc1)c1nc2c(C)cc(C)cc2s1
  -9.1	-9.7	-5.4
84. Cc1ccc(-c2noc(CCN(Cc3ccco3)CC(O)COc3ccccc3C)n2)cc1Cl (stereo unspecified)
  -3.2	7.4	-3.7
85. COc1ccc(C(=O)N2CCC3(CC2)C(=O)N(CC(=O)Nc2cccc(Cl)c2)CN3c2ccccc2)cc1
  -5.1	24.9	-6.2
86. CCc1ccc(NC(=O)c2cccn(OCc3ccc(F)cc3)c2=O)cc1
  -0.8	16.5	-0.1

# Screening results as filed in PubChem BioAssay.
